Source: PubChem BioAssay (The Scripps Research Institute Molecular Screening Center)
DDE Tn6 FP inh: inhibitors of Tn6 peptide binding to fibrin DD(E), primary screen, biochemical, fluorescence polarization, human fibrin, Tn6 probe; AID 720509, 2013; Fibrin DD(E) TRITC-Tn6 fluorescence polarization displacement; inhibition, % at 8.3 µM; 370,000 compounds, 0.21% hits;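 active means inhibition above a per-campaign cutoff: mean of compounds within control limits plus 3 SD, cut at about 15% in these data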;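 further: 0% = median of all compound wells on the plate and 100% = blocking peptide control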
MBD2 inh: inhibitors of MBD2 binding to methylated DNA, primary screen, biochemical, TR-FRET, DNA-binding domain, human | AID 686964, 2013 | 370,000 compounds, 0.31% hits | Methyl-CpG-binding domain protein 2 (Homo sapiens), Q9UBB5 | inhibition, % at 4.4 µM | MBD2 binding to methylated oligonucleotide; in the data active means inhibition above about 13%
TDP2 inh: human TDP2 enzyme inhibitors, primary screen, biochemical, epi absorbance, recombinant enzyme; inhibition, % at 12.8 µM; 370,000 compounds, 0.34% hits; Tyrosyl-DNA phosphodiesterase 2 (Homo sapiens), O95551; T5PNP hydrolysis, p-nitrophenol absorbance 415 nm;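 active means inhibition above the mean of all tested compounds plus 3 SD, set per campaign, cut at about 25% in these data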;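 further: 0% = DMSO with enzyme and 100% = buffer with substrate but no TDP2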
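System – recombinant human TDP2 · Amount – 120 nM TDP2 per well · Buffer or medium – Mg2+-containing Tris-HCl buffer, pH 7.5 · Reagent – T5PNP substrate, 5 mM · Dosing – 12.8 µM single point, 1% DMSO · Incubation – 2 h at 37 °C · Measured by – epi absorbance · Read-out basis – percent inhibition · Benchmarks – high control without enzyme, low control DMSO plus TDP2 · Repeats – singlicate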
LEDGF integ inh: blockers of LEDGF/p75-dependent integrase strand transfer – biochemical, TR-FRET, high throughput, primary screen | HIV-1 integrase (with human LEDGF/p75) | TR-FRET IN-LEDGF/p75 DNA integration, Eu/Cy5 | inhibition, % at 3.7 µM | 370,000 compounds, 0.64% hits | AID 743269, 2014;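 active means inhibition above the screen-wide mean plus 3 SD, cut at about 13% in these data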;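 further: signal is the Cy5 over europium emission ratio at 671 and 618 nm; 0% = plate median of compound wells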
UHRF1 binding: UHRF1 methylated DNA binding inhibitors, primary screen, counter-screen for MBD2 inhibitor project, biochemical, TR-FRET, human UHRF1, single concentration; E3 ubiquitin-protein ligase UHRF1 (Homo sapiens), Q96T88; UHRF1 binding to methylated oligo; inhibition, % at 4.4 µM; 370,000 compounds, 0.75% hits; in the data active means inhibition above about 21%;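 further: UHRF1 SRA domain binding a hemimethylated CpG hairpin DNA probe; 0% = median of test compound wells and 100% = reference inhibitor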
SIAE primary: human SIAE inhibitors, primary screen, biochemical, fluorescence polarization, FP-Rh probe, 1536-well HTS. Sialate O-acetylesterase (Homo sapiens), Q9HAT2. SIAE FP-Rh probe binding. inhibition, % at 9.66 µM. 370,000 compounds, 0.69% hits. AID 1053197, 2014;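 active means inhibition above a cutoff: mean of compounds within the control limits plus 3 SD of those, cut at about 17% in these data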;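 further: 0% = plate median of compound wells and 100% = probe without SIAE protein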
Target sequence (Q9HAT2 whole entry, looked up): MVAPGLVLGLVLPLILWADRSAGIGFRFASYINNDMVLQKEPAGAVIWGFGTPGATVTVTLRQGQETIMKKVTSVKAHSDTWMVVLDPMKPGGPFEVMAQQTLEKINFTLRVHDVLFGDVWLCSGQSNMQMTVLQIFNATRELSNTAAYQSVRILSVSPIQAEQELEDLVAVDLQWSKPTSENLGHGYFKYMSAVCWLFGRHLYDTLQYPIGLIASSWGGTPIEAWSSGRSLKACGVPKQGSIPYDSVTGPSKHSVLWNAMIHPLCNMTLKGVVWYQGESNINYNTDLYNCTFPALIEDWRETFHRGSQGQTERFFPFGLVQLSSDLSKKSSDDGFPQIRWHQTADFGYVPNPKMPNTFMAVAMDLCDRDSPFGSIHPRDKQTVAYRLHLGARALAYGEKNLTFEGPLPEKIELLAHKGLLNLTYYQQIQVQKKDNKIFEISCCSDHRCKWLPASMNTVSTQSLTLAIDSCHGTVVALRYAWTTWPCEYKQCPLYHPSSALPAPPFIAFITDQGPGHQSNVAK
DDE Tn7 FP inh: inhibitors of Tn7 peptide binding to fibrin DD(E), primary screen, biochemical, fluorescence polarization, human fibrin, Tn7 probe | Fibrinogen beta chain (Homo sapiens), P02675 | FP displacement of FITC-Tn7 peptide from fibrin DD(E); 0% = median of compound wells per plate | inhibition, % at 8.3 µM | 370,000 compounds, 0.13% hits | AID 720508, 2013;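 active means inhibition above the mean of compounds falling within the control limits plus 3 SD of them, cut at about 14% in these data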;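 further: 0% = plate median of compound wells and 100% = 10 µM Aha-Tn7 peptide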
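system = human fibrin DD(E) protein | quantity = DD(E) 2 µM final | medium = Tris/NaCl/CaCl2 buffer, pH 7.8 | also added = labelled Tn7 tracer, 0.1 µM | compound dosing = single point at 8.3 µM | timing = compound with protein 10 min, then 3 h after probe, room temperature | signal = FP measurement | benchmarks = Aha-Tn7 high control | repeats = one replicate per compound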
PRMT1 FP inh: PRMT1 methyltransferase inhibitors, primary screen, biochemical, fluorescence polarization | inhibition, % at 2.79 µM | 370,000 compounds, 1.3% hits | Protein arginine N-methyltransferase 1 (Homo sapiens), Q99873 | recombinant PRMT1, activity-based probe fluorescence polarization;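 active means inhibition above about 21% made by adding two undisclosed values, limit read from the data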
TCR CD3 inh: inhibitors of human TCR-CD3 interaction, primary screen, biochemical, fluorescence, TAMRA-labeled TCR probe. T-cell receptor (TCR). inhibition, % at 9.4 µM. 360,000 compounds, 0.37% hits. AID 651800, 2012; in the data active means inhibition above about 19%;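 further: recombinant mutant TCR 2C K166C tagged with TAMRA read by polarization; 0% = receptor in buffer alone and 100% = receptor with positive control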
proKLK7 act: proKLK7 zymogen activators, primary screen, biochemical, fluorescence intensity; Kallikrein-7 (Homo sapiens), P49862; purified proKLK7, EDANS-DABCYL substrate fluorescence; 100% is mature enzyme control, 0% vehicle; activation, % at 7 µM; 370,000 compounds, 0.9% hits; AID 652039, 2013;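 active means activation above the mean of all tested compounds plus 3 SD, computed per campaign excluding outliers beyond control limits, cut at about 13% in these data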
Target sequence (P49862 whole entry, looked up): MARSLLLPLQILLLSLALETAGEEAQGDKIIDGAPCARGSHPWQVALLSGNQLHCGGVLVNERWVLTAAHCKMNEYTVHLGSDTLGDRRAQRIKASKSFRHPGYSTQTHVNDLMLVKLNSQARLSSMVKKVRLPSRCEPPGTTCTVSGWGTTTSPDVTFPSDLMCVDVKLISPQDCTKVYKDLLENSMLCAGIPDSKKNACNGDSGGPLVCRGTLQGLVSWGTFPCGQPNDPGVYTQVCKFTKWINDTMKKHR
Numbers without * were called inactive. Compounds as they come (roughly 4.6% active in at least one column).

nr	canonical_smiles	DDE Tn6 FP inh	MBD2 inh	TDP2 inh	LEDGF integ inh	UHRF1 binding
1	CC(=O)Nc1ccc(S(=O)(=O)N[C@@H](C)C(=O)OCC(=O)NC2CCCC2)cc1	1	4	0	2	12
2	N#C/C(=C\c1ccc(F)c(Cl)c1)S(=O)(=O)c1ccccn1	0	1	6	-3	-1
3	Cc1nc(N2CCN(c3ccccc3)CC2)[nH]c(=O)c1C	3	3	-10	7	0
4	Cc1nc(N2CCN(C(=O)c3ccco3)CC2)c2c3c(sc2n1)CCCC3	-4	1	-1	12	2
5	COc1ccc(CC(=O)NNC(=O)c2cc(C)oc2C)cc1OC	2	0	9	0	-1
6	O=C(CCc1ccccc1)NNC(=O)c1ccccc1Br	3	2	11	-1	11
7	COc1cccc(CNC(=O)c2cccc(Br)c2)c1	5	-3	-1	-2	2
8	Cc1cccc(C)c1NC(=O)CNC(=O)c1c(C)nn(-c2ccccc2)c1C	-1	-3	5	-3	-1
9	COc1cc(Nc2cc(C)nc3ncnn23)cc(OC)c1	8	2	2	2	6
10	CCOc1ccc(N2C(=O)c3ccccc3NC2(C)CC)cc1 (configuration not stated)	-5	1	2	-4	3
11	COC(=O)[C@]12C[C@H](CC(=O)NCc3ccc(OC)c(OC)c3)C(=O)N(Cc3ccccc3)C1=C[C@H](C(C)(C)C)O[C@@H]2C	1	-1	5	-1	0
12	CC(C)(C)n1ncc2c(=O)n(CC(=O)N3CCCC3)cnc21	1	-1	-8	3	0
13	Cc1ccc2sc(N(CCCN(C)C)C(=O)c3ccc(S(=O)(=O)N4CCOCC4)cc3)nc2c1C	1	4	-3	3	-1
14	CSC1=NCCN1C(=O)c1ccco1	-2	-1	1	-2	3
15	O=C(CSc1cc(Cl)ccc1Cl)NCCN1C(=O)CSC1=O	10	3	3	1	-1

nr	SIAE primary	DDE Tn7 FP inh	PRMT1 FP inh	TCR CD3 inh	proKLK7 act
1	2	1	-2	1	0.3
2	1	-3	1	-6	0.6
3	4	-6	-3	4	0.2
4	1	2	4	4	0.9
5	4	-3	2	2	-0.2
6	11	4	1	1	-0.1
7	2	-1	1	2	-0.6
8	0	4	4	8	-0.6
9	1	-3	-2	-1	-0.7
10	0	3	2	4	8.0
11	2	11	-2	2	-0.2
12	-6	-2	1	0	0.2
13	2	-2	1	5	0.6
14	-2	0	5	-6	-0.6
15	1	10	-1	-2	0.5

Structures from the list above that contain a Cl atom, in the order listed:
nr	canonical_smiles	DDE Tn6 FP inh	MBD2 inh	TDP2 inh	LEDGF integ inh	UHRF1 binding
2	N#C/C(=C\c1ccc(F)c(Cl)c1)S(=O)(=O)c1ccccn1	0	1	6	-3	-1
15	O=C(CSc1cc(Cl)ccc1Cl)NCCN1C(=O)CSC1=O	10	3	3	1	-1

nr	SIAE primary	DDE Tn7 FP inh	PRMT1 FP inh	TCR CD3 inh	proKLK7 act
2	1	-3	1	-6	0.6
15	1	10	-1	-2	0.5

New compounds follow
nr	canonical_smiles	DDE Tn6 FP inh	MBD2 inh	TDP2 inh	LEDGF integ inh	UHRF1 binding
16	CC1CC(C)CN(CCOc2ccc(Cl)cc2Cl)C1 (configuration not stated)	-1	1	7	-2	0
17	COc1ccc(/C=N/NC(=O)CN(C)S(=O)(=O)c2ccc(NC(C)=O)cc2)cc1	-4	4	2	2	-2
18	Cc1c2cnn(CC(=O)NCCN3CCOCC3)c(=O)c2c(C)n1Cc1ccccc1F	2	3	1	-2	0
19	Cc1c(C(=O)NCCc2ccc(Cl)cc2)sc2nc3n(c(=O)c12)CCC3	1	-3	8	3	-3
20	O=C(/C=C/c1cccc([N+](=O)[O-])c1)NCc1ccco1	-12	-1	-5	-3	-5
21	O=C1OC(NC(=O)c2ccccc2)C(n2cc(CO)nn2)=C1Cl (configuration not stated)	3	2	10	2	-1
22	O=C(CSc1nnnn1-c1ccccc1)N1CCc2ccccc2C1	8	0	-5	-3	-2
23	COc1ccc(C2=CC(=O)N(Nc3ccccc3)C2=O)cc1	-11	-5	6	3	-2
24	Cc1ccc(S(=O)(=O)Nc2nc3ccccc3s2)cc1	-3	-2	4	1	-1
25	O=[N+]([O-])c1ccccc1S(=O)(=O)NCCSc1ccccc1	5	-5	9	0	-5
26	Cc1ccc(S(=O)(=O)N(C)C)cc1NC(=O)COC(=O)/C=C/c1ccc(F)cc1	1	-1	-14	4	35*
27	Cc1cc(NC(=O)CCCC(=O)NCc2ccccc2)no1	6	-6	3	0	-2
28	CCCN1C2CCCC1CC(NC(=O)c1ccccc1OC)C2 (configuration not stated)	5	-3	-5	-1	-2
29	Nc1ccc(C(=O)OCc2nc3ccccc3s2)cc1	5	2	1	3	-3
30	CCOC(=O)C1CCN(C(=O)COC(=O)/C=C/c2cccc(OC)c2OC)CC1	-2	-6	-1	0	-2

nr	SIAE primary	DDE Tn7 FP inh	PRMT1 FP inh	TCR CD3 inh	proKLK7 act
16	-2	1	0	-4	0.1
17	7	-2	-2	-5	-0.2
18	5	5	1	2	-0.2
19	-3	2	0	5	0.4
20	-2	-1	-1	-4	0.0
21	-6	-6	65*	-1	0.9
22	1	4	-1	3	-0.2
23	1	-7	8	7	-0.2
24	2	7	-3	4	0.0
25	1	7	-4	9	-0.5
26	-4	-6	-8	0	0.0
27	6	-3	-5	9	0.0
28	1	6	-3	0	0.2
29	2	-2	-4	1	-0.3
30	1	0	-3	3	0.9

(list continues)
nr	canonical_smiles	DDE Tn6 FP inh	MBD2 inh	TDP2 inh	LEDGF integ inh	UHRF1 binding
31	Cc1ccccc1NC(=O)Cn1c(=O)sc2ccccc21	5	1	7	-4	2
32	N#CCCN(C(=O)COC(=O)C1CCN(S(=O)(=O)c2ccccc2C(F)(F)F)CC1)c1ccccc1	4	0	-11	3	0
33	COc1ccc(N/C=C\C(=O)c2ccc3c(c2)OCO3)cc1OC	8	5	4	0	1
34	Cc1ccc(/C(N)=N/OC(=O)c2ccc3c(c2)OCO3)cc1	-10	4	7	-1	-2
35	CC(C)(C)NC(=O)COC(=O)c1cc(S(=O)(=O)N2CCCCC2)ccc1N1CCOCC1	-4	-4	-6	-1	15
36	O=Cc1c(-c2ccccc2)nc2ccccn12	-2	1	-5	2	-1
37	CCSc1nc(N)c2c3c(sc2n1)CCC3	5	-6	6	0	0
38	COc1cccc(C(=O)Nc2ccc(NC(=O)C3CCCCC3C(=O)O)cc2)c1 (configuration not stated)	-4	0	2	-5	0
39	CC(=O)NC(=O)COC(=O)c1ccc2ncsc2c1	3	-2	-6	-3	2
40	CN(C)S(=O)(=O)N1CCN(S(=O)(=O)c2ccc(F)cc2)CC1	0	4	11	-2	3
41	O=C(O)C1CCCN(S(=O)(=O)Cc2ccccc2)C1 (configuration not stated)	-9	1	2	-3	-1
42	COc1ccc(C(=O)N2CCN(CCNC(=O)C(=O)Nc3ccc(Br)cc3)CC2)cc1	-6	0	2	1	0
43	COc1ccc(N(C)S(=O)(=O)c2ccc(Cl)c(C(=O)NCC(C)(C)N3CCOCC3)c2)cc1	3	-2	4	-3	-1
44	CCN(CC)S(=O)(=O)c1cccc(C(=O)NCC2CCCCC2)c1	0	-1	-12	0	-1
45	CNC(=O)c1ccc(CN(C)C(=O)/C=C/c2ccc(S(=O)(=O)N3CCCCCC3)cc2)cc1	3	2	5	1	1

nr	SIAE primary	DDE Tn7 FP inh	PRMT1 FP inh	TCR CD3 inh	proKLK7 act
31	1	5	1	6	0.1
32	-1	-4	-4	-14	-0.1
33	7	0	1	8	-0.3
34	8	0	0	-3	-0.3
35	6	3	1	1	-0.2
36	11	-5	-2	-6	-0.5
37	4	1	1	-1	0.4
38	-1	-4	10	0	-0.5
39	-9	-6	10	-9	0.0
40	1	7	3	-1	0.5
41	2	-2	-1	-4	-0.2
42	-5	-7	1	5	0.1
43	3	1	3	-8	0.2
44	-5	-2	-1	0	0.2
45	6	9	2	-7	0.8

The results go on:
nr	canonical_smiles	DDE Tn6 FP inh	MBD2 inh	TDP2 inh	LEDGF integ inh	UHRF1 binding
46	N#CCC(=O)Nc1ncc(Cc2ccccc2Cl)s1	-4	1	-5	-9	1
47	COC(=O)C1=CN(Cc2ccc(OC)c(OC)c2)C=C(C(=O)OC)C1c1cccs1	-3	0	-10	4	5
48	Cc1cc2cc(CNS(=O)(=O)N(C)C)ccc2[nH]1	7	-2	-3	0	-5
49	O=C(COc1ccc(Cl)cc1)NNC(=O)c1ccc2c(=O)n3c(nc2c1)CCC3	-3	-2	-23	1	0
50	CCOC(=O)C1CCCN(c2ncnc3c2cnn3-c2ccc(Cl)cc2)C1 (configuration not stated)	-4	8	-4	2	0
51	c1ccc(Cc2cnc(N3CCN(Cc4csc5ccccc45)CC3)nc2)cc1	-2	10	3	6	-2
52	Cc1ccccc1NC(=O)CCC(=O)OCCCC(F)(F)C(F)(F)F	-1	1	-11	-1	2
53	Cc1ccccc1/C=C/C12NC(=O)CN1c1ccccc1C2(C)C (configuration not stated)	-3	-2	4	-3	-2

nr	SIAE primary	DDE Tn7 FP inh	PRMT1 FP inh	TCR CD3 inh	proKLK7 act
46	-9	5	3	-8	0.6
47	5	1	-4	-2	-1.9
48	1	-4	8	-12	0.1
49	3	-4	-7	8	-0.1
50	3	-2	-1	-7	0.8
51	-5	-4	-8	-2	0.0
52	1	-2	0	0	-0.2
53	-3	-1	0	-8	0.6

Reprinted at random: 3 records from the list, in no set order.
nr	canonical_smiles	DDE Tn6 FP inh	MBD2 inh	TDP2 inh	LEDGF integ inh	UHRF1 binding
17	COc1ccc(/C=N/NC(=O)CN(C)S(=O)(=O)c2ccc(NC(C)=O)cc2)cc1	-4	4	2	2	-2
27	Cc1cc(NC(=O)CCCC(=O)NCc2ccccc2)no1	6	-6	3	0	-2
14	CSC1=NCCN1C(=O)c1ccco1	-2	-1	1	-2	3

nr	SIAE primary	DDE Tn7 FP inh	PRMT1 FP inh	TCR CD3 inh	proKLK7 act
17	7	-2	-2	-5	-0.2
27	6	-3	-5	9	0.0
14	-2	0	5	-6	-0.6
